# Source: PubChem BioAssay
# Redox H2O2 prof: compounds producing H2O2 with reducing agent – biochemical, NIH compound library profiling, artefact control for MLSCN library redox annotation, primary screen; actives 0.03% (n = 200,000); DTT-dependent redox cycling H2O2, phenol red/HRP absorbance; 100% = 100 µM peroxide control, 0% = buffer; activation, % at 10 µM;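 active = activation of at least 50% relative to the plate's high and low controls in the primary single-dose screen; inactive = activation below 50%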;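 also: compound incubated with DTT at 0.8 mM final as the reducing agent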
# FLuc inh counter: firefly luciferase enzyme inhibitors, primary screen, artefact control for luciferase-based inhibitor screens, biochemical, luminescence, ATPLite. 10 min. inhibition, % at 10 µM. actives 1.5% (n = 200,000). AID 1006, 2008;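 active = inhibition above about 50% when tested at 10 µM, limit read from the data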
# Target sequence (P08659 whole entry, looked up): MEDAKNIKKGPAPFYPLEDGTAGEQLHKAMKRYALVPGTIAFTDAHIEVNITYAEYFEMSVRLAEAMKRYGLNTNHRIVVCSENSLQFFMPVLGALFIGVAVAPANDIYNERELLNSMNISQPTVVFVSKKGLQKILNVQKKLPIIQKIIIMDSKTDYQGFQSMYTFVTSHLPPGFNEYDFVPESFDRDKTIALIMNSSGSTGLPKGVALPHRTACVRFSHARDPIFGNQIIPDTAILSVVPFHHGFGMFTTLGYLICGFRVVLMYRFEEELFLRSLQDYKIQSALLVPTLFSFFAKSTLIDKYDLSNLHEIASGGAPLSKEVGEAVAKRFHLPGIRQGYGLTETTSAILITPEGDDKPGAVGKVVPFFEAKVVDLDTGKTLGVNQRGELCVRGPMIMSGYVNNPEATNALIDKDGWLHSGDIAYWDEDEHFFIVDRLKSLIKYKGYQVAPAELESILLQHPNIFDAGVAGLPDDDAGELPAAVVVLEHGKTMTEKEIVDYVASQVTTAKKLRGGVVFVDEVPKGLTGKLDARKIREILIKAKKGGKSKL
# Efa HMGR inh: inhibitors of E. faecalis class II HMGR, primary screen, biochemical, Enterococcus faecalis. HMG-CoA reductase (Enterococcus faecalis, mvaE). purified E. faecalis HMGR, NADPH absorbance 340 nm kinetic. inhibition, % at 10 µM. actives 0.41% (n = 190,000);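 active = inhibition above a set limit, the median over all tested compounds plus 3 SD, cut at about 9.5% in these data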;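 also: enzyme runs in reverse so mevalonate oxidation gives rising NADPH absorbance; 0% = complete reaction with DMSO and 100% = background rate lacking mevalonate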
# APP 5'UTR act: activators of APP 5'UTR luciferase reporter, primary screen, SH-SY5Y cells | SH-SY5Y APP 5'UTR luciferase reporter, luminescence; zero percent = DMSO vehicle wells | activation, % at 2 µM | actives 1% (n = 190,000) | AID 1276, 2008;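 active = activation above a set limit, based on mean plus 3 SD of controls, cut at about 140% in these data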; also: values of inactives mirror those of a sister screen read the other way
# G6PDH CS: L. mesenteroides G6PDH inhibitors, counter-screen for G6PDH-coupled screening assays, biochemical, Leuconostoc mesenteroides enzyme | Purified L. mesenteroides G6PDH, diaphorase/resazurin coupled fluorescence, 45 min | actives 0.12% (n = 200,000) | glucose-6-phosphate dehydrogenase [Leuconostoc mesenteroides] | inhibition, % at 5 µM | AID 1020, 2008; in the data active = inhibition above about 50%
# Hsp70 act: Hsp70 transcriptional activators, primary screen, cell-based, HeLa, Hsp70 promoter luciferase, luminescence, 10 µM. HeLa Hsp70 promoter luciferase reporter; scaled: vehicle 0, proteasome-inhibitor control 100%. activation, % at 10 µM. actives 0.04% (n = 200,000);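 active = activation above the mean across all tested compounds plus 3 SD, cutoff set per campaign, cut at about 5.5% in these data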;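 also: 100% = MG132 at 30 µM as the positive control and 0% = DMSO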
# NF-kB expr up: activators of NF-kB expression in neurons, primary screen, cell-based, HTS; actives 1.6% (n = 190,000); AID 1239, 2008; human neuronal cells, NF-kB reporter expression; stronger effect = higher value; fold change at 12.5 µM; in the data active = fold change above about 3.3
# APP 5UTR inh: inhibitors of APP translation via 5'UTR reporter, primary screen, APP 5'UTR luciferase, SH-SY5Y cells | SH-SY5Y APP 5'UTR-luciferase reporter, luminescence | inhibition, % at 2 µM | actives 0.82% (n = 190,000) | AID 1285, 2008;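 active = inhibition above a set limit, derived from the sample mean plus 3 SD, cut at about 45% in these data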; also: values of inactives mirror those of a sister screen read the other way
# FLuc act counter: FLuc activators, initial screening, artefact control for FLuc-dependent activation tests, biochemical, ATPlite luminescence; Luciferin 4-monooxygenase (Photinus pyralis), P08659; ATPlite luciferase biochemical, 10 min; 0 = ATP-free wells, 1 = DMSO control; activation factor at 10 µM; 200,000 tested, under 10 active;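 active = luciferase activation factor, scaled between plate controls, of at least 2 with compound at 10 µM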
#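 Assay system: Luciferase/luciferin detection reagent, cell-free biochemical luciferase assay / Read-out: luciferase activation / Benchmarks: No-ATP low control, compound-free enzyme-plus-ATP high control / Medium: PBS buffer for ATP / Detection: luminescence measurement of luciferase light output / Schedule: 10 min at ambient temperature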
# STAT1 act: STAT1 signaling activators, primary screen, cell-based, HTS, luciferase reporter | actives 2.6% (n = 200,000) | activation (% of control), % at 5.5 µM | AID 932, 2007 | NIH 3T3 STAT1-luciferase reporter, IFN-gamma, luminescence; 100% = IFN-gamma alone, no compound;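 active = activation above the screen-wide mean activation plus 3 SD, cut at about 130% in these data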;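 also: raw ratio to IFN-gamma control signal so 100% means no change and 0% no light; values of inactives mirror those of a sister screen read the other way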
# * = called active by the depositor; x = no result given.
No.	Structure	Redox H2O2 prof	FLuc inh counter	Efa HMGR inh	APP 5'UTR act	G6PDH CS	Hsp70 act	NF-kB expr up	APP 5UTR inh	FLuc act counter	STAT1 act
1	Cc1cccc(-c2noc(CCC(=O)NCc3ccccc3)n2)c1	-0.1	-2	-8	2	2	0.0	1.1	-2	1	101
2	COc1ccc(S(=O)(=O)NCC(=O)O)cc1C(=O)NC1CCCCC1	0.1	-6	-2	-3	11	-0.4	0.95	3	1.1	105
3	COc1ccc(-c2nn3c(-c4ccccc4)nnc3s2)cc1	2.0	-3	-3	8	3	-0.1	1.1	-8	1	107
4	COc1ccc2c(CC(=O)Nc3ccccc3OC)coc2c1	-1.4	9	1	11	14	-0.3	1.4	-11	0.9	102
5	CCN(CC)C(=O)c1[nH]cnc1C(=O)N[C@@H](C)C(=O)OC(C)(C)C	0.1	0	-8	-1	8	-0.2	1.1	1	1	106
6	CCN(CC)C(=S)NCCc1ccccc1	0.2	1	12*	31	21	0.0	1.5	-31	1	103
7	Cc1ccc(CNC(=O)C2c3ccccc3C(=O)N(C)C2c2c[nH]c3ccccc23)o1 (centres undefined)	-0.3	-4	-3	-5	4	-0.3	0.68	5	1	94
8	CCO/N=C(\C)c1c(O)c2ccccc2n(C)c1=O	-0.1	-7	-1	8	5	-0.3	0.92	-8	1.1	101
9	Cn1nnnc1CCOCCc1nnnn1C	2.6	-5	-3	10	5	0.4	1.1	-10	1.1	98
10	COc1ccc(C)cc1-n1nnnc1SCc1csc(C)n1	2.2	4	-1	-3	6	0.3	1	3	1	110
11	Cc1cc(NC(=O)CCC(=O)N(CCc2ccccc2)C(C(=O)NC2CCCC2)c2ccco2)no1 (centres undefined)	1.7	-8	-10	12	-20	-0.5	0.38	-12	1.1	98
12	Cc1ccc2c(c1)N(CCC(=O)NCc1ccccn1)C(=O)CO2	-0.6	-5	0	-11	12	-0.2	1.1	11	1.1	99
13	C=CCn1c(SCn2nnc3ccccc3c2=O)nnc1C1CCCCC1	1.4	-10	-1	6	11	-0.4	1.1	-6	1.1	93
14	CS(=O)(=O)N(C(=O)NC(=O)NC12CC3CC(CC(C3)C1)C2)C1CCCCC1	-0.4	-3	2	-8	2	0.0	1.5	8	1	103
15	Cc1ccc(S(=O)(=O)N2CCOCC2)cc1C(=O)NCc1cccs1	-1.1	-3	1	21	13	-0.3	1.1	-21	1	94
16	COc1cccc(N2CCN(C(=O)c3ccc(CSc4nc5ccncc5[nH]4)cc3)CC2)c1	0.4	6	-3	-21	6	-0.3	0.81	21	0.9	92
17	Cc1cccc(CCNC(=O)C2CCC(=O)N2Cc2ccc(F)cc2)c1 (centres undefined)	0.0	-5	1	-6	10	0.0	1.2	6	1	104
18	O=C(NNS(=O)(=O)c1ccccc1)c1ccc(O)cc1	0.0	1	1	-1	16	-0.5	1	1	1	104
19	CN(C(=O)c1cnc(N2CCN(c3ncccn3)CC2)c2ccccc12)c1ccc(Cl)cc1	1.9	2	-1	5	6	-0.1	0.56	-5	1	95
20	CCCCC12CN3CC(C)(CN(C1)C31C(=O)N(C)c3ccc(C)cc31)C2=O (centres undefined)	2.6	-8	-4	2	-4	0.0	1.2	-2	1.1	97
21	CN(C)c1ccc(/C=C(/C(=O)c2ccc(Cl)cc2Cl)n2cncn2)cc1	-0.7	-15	-5	-15	-8	-0.2	1.1	15	1.2	99
22	CC(NC(=O)COc1ccccc1)C1COc2ccccc2O1 (centres undefined)	0.7	x	x	18	x	-0.3	x	-18	x	99
23	Cc1ccc(-c2nc(N=Nc3ccc(O)cc3)n[nH]2)cc1	-0.2	24	1	30	4	0.2	1.5	-30	0.8	96
24	CC(C)N(c1ccccc1)c1ccc(NC(=S)NCCN(C)C)cc1	-1.6	-6	1	-4	12	-0.1	0.82	4	1.1	92
25	COc1ccccc1N1CCN(C(=O)C2CCCO2)CC1 (centres undefined)	3.0	-4	-5	-15	11	-0.3	0.86	15	1	104
26	COc1ccc(C(=O)NCS(=O)(=O)c2ccc(C)cc2)cc1	2.8	-8	-5	8	13	0.0	1.1	-8	1.1	99
27	Cc1c(OC(=O)CNC(=O)OC(C)(C)C)ccc2c3c(c(=O)oc12)CCC3	0.0	-1	2	7	0	-0.2	1.1	-7	1	100
28	COc1cccc(C2NC(=O)c3ccccc3O2)c1OC (centres undefined)	2.3	-9	4	2	4	-0.4	0.98	-2	1.1	102
29	C/C(N)=C(/C#N)C(=O)CSc1nn(-c2ccc(Cl)cc2)c(=S)s1	-1.4	0	-3	10	-8	0.0	1.7	-10	1	109
30	CCOC(=O)c1[nH]c(C)c(C)c1C	0.0	-1	-7	-7	8	0.3	0.89	8	1	100

# No new results follow: an excerpt of the list.
No.	Structure	Redox H2O2 prof	FLuc inh counter	Efa HMGR inh	APP 5'UTR act	G6PDH CS	Hsp70 act	NF-kB expr up	APP 5UTR inh	FLuc act counter	STAT1 act
16	COc1cccc(N2CCN(C(=O)c3ccc(CSc4nc5ccncc5[nH]4)cc3)CC2)c1	0.4	6	-3	-21	6	-0.3	0.81	21	0.9	92
17	Cc1cccc(CCNC(=O)C2CCC(=O)N2Cc2ccc(F)cc2)c1 (centres undefined)	0.0	-5	1	-6	10	0.0	1.2	6	1	104
18	O=C(NNS(=O)(=O)c1ccccc1)c1ccc(O)cc1	0.0	1	1	-1	16	-0.5	1	1	1	104
19	CN(C(=O)c1cnc(N2CCN(c3ncccn3)CC2)c2ccccc12)c1ccc(Cl)cc1	1.9	2	-1	5	6	-0.1	0.56	-5	1	95
20	CCCCC12CN3CC(C)(CN(C1)C31C(=O)N(C)c3ccc(C)cc31)C2=O (centres undefined)	2.6	-8	-4	2	-4	0.0	1.2	-2	1.1	97
21	CN(C)c1ccc(/C=C(/C(=O)c2ccc(Cl)cc2Cl)n2cncn2)cc1	-0.7	-15	-5	-15	-8	-0.2	1.1	15	1.2	99
22	CC(NC(=O)COc1ccccc1)C1COc2ccccc2O1 (centres undefined)	0.7	x	x	18	x	-0.3	x	-18	x	99
23	Cc1ccc(-c2nc(N=Nc3ccc(O)cc3)n[nH]2)cc1	-0.2	24	1	30	4	0.2	1.5	-30	0.8	96
24	CC(C)N(c1ccccc1)c1ccc(NC(=S)NCCN(C)C)cc1	-1.6	-6	1	-4	12	-0.1	0.82	4	1.1	92

# Next section:
No.	Structure	Redox H2O2 prof	FLuc inh counter	Efa HMGR inh	APP 5'UTR act	G6PDH CS	Hsp70 act	NF-kB expr up	APP 5UTR inh	FLuc act counter	STAT1 act
31	Cc1cccc(Nc2c3c(nc4ncnn24)CCC3)c1	0.1	-4	1	15	9	-0.1	1	-15	1	98
32	O=C(CSc1nnc(SCc2ccccc2)s1)N/N=C/c1c[nH]c2ccccc12	-0.1	-2	1	-6	1	0.1	1.1	6	1	98
33	Cc1ccc(-c2nc(CSCC(=O)NCc3cccnc3)c(C)o2)cc1	-5.2	0	-7	-12	8	-0.3	0.72	12	1	98
34	Cc1[nH]c2ccccc2c1C(=O)CSc1ccccc1	1.4	-2	-3	42	-14	-0.4	1.1	-42	1	111
35	COc1ccc2nc(C)cc(SCC(=O)N/N=C/c3ccccc3)c2c1	-0.3	-7	-6	-2	3	-0.2	0.88	2	1.1	94
36	CC1(C)CC(=O)C2=C(C1)OC(N)=C(C#N)C2C1CC=CCC1 (centres undefined)	-0.6	-9	-1	1	5	-0.1	1.3	-1	1.1	86
37	COc1ncnc2c1oc1nc(CC(C)C)c3c(c12)CCCC3	-0.2	-1	-9	5	11	0.2	1.7	-5	1	102
38	O=C(COc1ccc(Br)cc1)N(CCO)CCO	-0.7	-2	-1	5	0	-0.4	1.6	-5	1	101
39	COc1ccccc1N=CC1=C(O)CC(c2ccccc2)CC1=O (centres undefined)	0.5	-8	1	-6	-41	-0.1	1.2	6	1.1	108
40	c1ccc(OCCn2c(-c3ccco3)nc3ccccc32)cc1	0.1	-3	-5	-4	6	-0.5	1.4	4	1	102
41	COc1cccc(NC(=O)CN(c2cccc(C(F)(F)F)c2)S(C)(=O)=O)c1	-2.9	0	-1	6	6	-0.3	0.99	-6	1	97
42	Cc1cc(N/C=C2\CCCCC2=O)no1	0.3	-1	-6	-2	3	-0.1	1.7	2	1	95
43	Cc1cccc(OCC(=O)Nc2ccccc2C(=O)N2CCOCC2)c1	-0.3	1	1	10	-4	-0.5	1.1	-10	1	98
44	COC(=O)c1ccc(NC(=O)C2C3C=CC(O3)C2C(=O)O)cc1 (centres undefined)	1.4	-8	-4	11	-12	-0.4	1	-11	1.1	99
45	CCOc1ccc(C(=O)NCCc2ccccc2)cc1	0.1	73*	-8	123	-1	-0.3	3.6*	-123	0.3	96
46	NS(=O)(=O)c1ccc(NC(=O)/C=C/c2ccc3c(c2)OCO3)cc1	-0.4	1	-3	7	4	0.0	0.97	-7	1	96
47	O=C(Nc1ccc(S(=O)(=O)N2CCOCC2)cc1)C1CCCCC1	-0.8	-6	-1	-14	2	0.1	1.3	14	1.1	100
48	COc1cc(C2C(C(C)=O)=C(O)C(=O)N2CCN(C)C)ccc1O (centres undefined)	-7.7	-4	3	11	-1	-0.5	1.1	-11	1	103
49	CCC(C)(C)NC(=O)C(c1cccn1C)N(Cc1ccc(C)cc1)C(=O)Cn1nnc2ccccc21 (centres undefined)	0.1	0	-1	-16	10	-0.4	0.93	16	1	100
50	Cc1ccc(NC(=O)CSc2nnc(-c3cccnc3)s2)cc1	0.3	-1	-1	-7	-7	-0.3	1.2	7	1	99
51	O=C1CC(C2CCCO2)C(=O)N1c1cccc(Cl)c1 (centres undefined)	0.1	0	-5	-5	1	-0.1	1.1	5	1	109
52	CCOc1ccc2[nH]c(=O)c(CN(Cc3cccs3)Cc3nnnn3C(C)(C)C)cc2c1	0.3	-4	-3	0	1	0.0	0.57	0	1	97
53	CCN1CCN(/C=N/c2nc3c(s2)CCCC3)CC1	0.7	48	-3	76	-6	-0.6	0.61	-76	0.5	113
54	CCOC(=O)N1CCN(C(=O)CN(c2ccc(C)c(C)c2)S(=O)(=O)c2ccccc2)CC1	-0.3	-9	-2	1	6	0.0	1.1	0	1.1	101
55	CC(OC(=O)c1ccccc1)C(=O)NCCC1=CCCCC1 (centres undefined)	0.2	-3	-7	11	-1	-0.1	1.2	-11	1	99
56	Cc1c(C#N)c2ccccc2n1CC(=O)NCCc1c[nH]c2ccccc12	-0.1	-3	1	-1	-2	-0.3	0.88	1	1	104
57	N=c1ncn(CC(O)CN2CCOCC2)c2nc(N3CCOCC3)[nH]c12 (centres undefined)	0.4	-3	-3	14	3	-0.1	0.93	-14	1	102
